FN deposition inh = fibronectin deposition inhibition. AH1F fibroblasts, Alexa488-fibronectin deposition fluorescence, overnight. inhibition, % at 12.6 µM. 350,000 tested, 0.086% active. AID 743247;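 active = mean inhibition across replicates of 30% or more, regardless of how many single replicates reach that level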;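 note: positive control wells lacked labelled fibronectin entirely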
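Schedule: 1 h cell adhesion before compound, then overnight fibronectin incubation; test system: AH1F fibroblast monolayer depositing Alexa488-labelled fibronectin into matrix; quantity: 10000 AH1F cells per well; probe or stimulus: fluorescent fibronectin at 24 nM final; signal: fluorescence, ex 485 nm, em 525 nm; evaluation: percent inhibition as loss of matrix-bound fibronectin fluorescence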
esBAF inh = SWI/SNF esBAF complex inhibition; AID 602393; 350,000 tested, 2% active; mouse ES cells, Bmi1-luciferase knock-in reporter, 24 h; 100% = twice the neutral-well signal; reporter increase, % at 12.5 µM; in the data active = activation above about 40%;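 note: 0% = median of the plate's neutral control wells and 100% = double that signal; a rise in the Bmi1 reporter signal indicates esBAF inhibition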
Statin myotox sup = suppressors of simvastatin-induced myotoxicity in C2C12 myotubes. ATP luminescence, 48 h; scaled: DMSO 0, geranylgeraniol control 100. 330,000 tested, 0.78% active. rescue of ATP level, % at 7.49 µM;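 active = mean ATP rescue above about 67%, or every replicate alone reaching that limit, limit read from the data, passing the limit was not always enough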;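 note: myotubes were challenged with 10 µM simvastatin during compound exposure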
LGR2 inh = blocks bursicon-induced cAMP signaling via Drosophila LGR2 | HEK293 LGR2, CRE-luciferase, bursicon-stimulated, 4 h | inhibition, % at 9.99 µM | 380,000 tested, 0.35% active | AID 720647;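 active = drop in luminescence signal, shown as inhibition above about 50% in the replicate tests, limit read from the data, passing the limit was not always enough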;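 note: agonist challenge used bursicon conditioned medium at about half maximal strength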
SIRT5 inh = sirtuin-5 (human) deacylase inhibition. Q9NXA8. Purified SirT5, succinyl-peptide AMC, trypsin-coupled fluorescence. inhibition, % at 15 µM. 330,000 tested, 1.1% active. AID 652115; in the data active = inhibition above about 15%
Target sequence (Q9NXA8 whole entry, looked up): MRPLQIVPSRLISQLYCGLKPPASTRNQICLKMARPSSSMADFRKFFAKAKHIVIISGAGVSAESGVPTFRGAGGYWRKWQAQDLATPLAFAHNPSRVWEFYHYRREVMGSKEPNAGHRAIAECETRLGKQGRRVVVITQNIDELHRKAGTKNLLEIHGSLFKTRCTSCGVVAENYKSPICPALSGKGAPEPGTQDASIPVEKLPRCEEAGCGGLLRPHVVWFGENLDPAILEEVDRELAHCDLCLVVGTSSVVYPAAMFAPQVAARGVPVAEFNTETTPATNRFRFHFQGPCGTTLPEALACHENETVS
S100A4 inh HTS = inhibitors of human S100A4 binding to myosin IIA peptide. S100A4/TAMRA-MyoIIA peptide fluorescence polarization. inhibition, % at 10.7 µM. 360,000 tested, 0.14% active. AID 652163;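 active = mean inhibition of at least 70% across replicates, with every replicate also reaching that level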
Target sequence (P26447 whole entry, looked up): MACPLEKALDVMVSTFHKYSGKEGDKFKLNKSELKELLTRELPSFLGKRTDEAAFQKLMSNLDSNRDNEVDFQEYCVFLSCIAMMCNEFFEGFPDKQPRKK
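assay system = human S100A4 monomer with TAMRA-labelled myosin IIA peptide | also added = labelled myosin peptide probe, 5 nM | incubation = 5 min between mix addition and reading | control set = DMSO and TFP controls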
Casp6 inh = caspase-6 (human) enzyme inhibition. P55212. purified caspase-6, Z-VEID-R110 cleavage fluorescence. inhibition, % at 12.5 µM. 350,000 tested, 0.53% active;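 active = mean inhibition across replicates at least about 35%, with every replicate also reaching that limit, limit read from the data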;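 note: 0% = median of neutral control wells and 100% = no fluorescence left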
Target sequence (P55212 24-179 limits assumed): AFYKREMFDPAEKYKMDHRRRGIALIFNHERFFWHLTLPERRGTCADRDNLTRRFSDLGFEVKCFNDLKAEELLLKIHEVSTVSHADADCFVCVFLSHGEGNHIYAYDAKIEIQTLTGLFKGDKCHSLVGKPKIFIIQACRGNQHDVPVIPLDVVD
Target sequence (P55212 194-293 limits assumed): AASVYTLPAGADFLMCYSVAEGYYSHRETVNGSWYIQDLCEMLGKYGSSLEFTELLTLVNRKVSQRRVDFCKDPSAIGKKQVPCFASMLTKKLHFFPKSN
* marks the source's active call; other numbers are inactive results; . = not tested or not shown. These rows are one share of the data; the hit share may differ from the screen's.

SMILES	FN deposition inh	esBAF inh	Statin myotox sup	LGR2 inh	SIRT5 inh	S100A4 inh HTS	Casp6 inh
O=C(C[C@@H]1CC[C@@H](NC(=O)Nc2ccccc2)[C@H](CO)O1)NCc1cccc(F)c1	.	1.2	-6.7	-4.3	-1.6	-5.1	0.4
CCOC(=O)n1cc(-c2cnc(CNC(=O)C(C)(c3ccccc3)c3ccccc3)o2)c2ccccc21	-4.8	.	.	4.7	.	-4.2	0.1
C/C=C/c1cnc2c(c1)C(=O)N([C@@H](C)CO)C[C@H](C)[C@@H](CN(C)C(=O)CCN1CCCCC1)O2	.	-4.8	-5.6	-9.4	.	.	.
O=C(NCCC(=O)N1CCc2ccccc21)c1ccco1	-0.1	32.6	-1.2	1.3	-1.0	2.0	0.6
COc1ccc(Cl)cc1NC(=O)CSc1sc2c(O)cc(=O)[nH]c2c1C#N	-4.6	-1.4	5.9	13.6	4.3	-7.3	28.1
O=C(CSc1nnc(-c2ccccc2)n1-c1ccc(Cl)cc1)NC1CCS(=O)(=O)C1 (stereo not given)	-6.1	21.9	3.6	-8.7	2.1	1.5	-0.9
CCN1CCN(Cc2ccc(NC(=O)c3ccc(C)c(NC(=O)c4nccnc4N)c3)cc2C(F)(F)F)CC1	6.4	-9.2	-15.0	38.9	.	-11.3	-0.3
COc1cccc(NC(=O)COC(=O)c2ccccc2F)c1	-1.5	.	.	-21.1	-1.1	0.3	0.5
O=C(c1ccc([N+](=O)[O-])cc1)N1CCN(C(=O)C2CCCCC2)CC1	.	7.7	0.6	3.4	2.6	-5.2	-3.5
CCOC(=O)Cc1csc(NC(=S)NC(=O)c2ccccc2)n1	-4.6	.	.	8.5	1.1	2.2	1.5
CC(C)c1ccc(N(C(=O)C(F)(F)F)C(C(=O)NC2CCCCC2)c2ccncc2)cc1 (stereo not given)	.	-6.1	-1.7	1.9	.	-1.0	1.4
CCC(=O)Nc1ccc2c(c1)C(=O)N(C)C[C@@H](OC)[C@H](C)CN(C(=O)CC1CC1)[C@@H](C)CO2	-5.6	-4.8	5.9	-5.1	1.9	1.1	.
CCc1ccccc1NC(=O)COC(=O)C1C2CC3OC(=O)C1C3C2 (stereo not given)	3.4	-1.0	11.2	8.5	-2.7	-1.5	-1.7
CCC(/C=C1\Sc2ccc(OC)cc2N1CC)=C\c1sc2ccc(OC)cc2[n+]1CCCS(=O)(=O)[O-]	-5.1	.	.	-5.7	-1.8	98.9*	1.8
Cn1c(SCC(=O)Nc2ccc(F)cc2)nc2c(c1=O)SCC2	-3.5	1.3	-5.4	2.6	-0.8	-5.2	2.9
Cc1cccc(C)c1NC(=O)CCCSc1nnnn1C	-7.6	-1.4	3.7	.	.	.	.
COc1ccccc1CCNC(=O)CSc1nc(-c2ccco2)cc(C(F)(F)F)n1	-18.2	2.9	-50.4	2.2	-4.8	-4.3	2.5
COc1cc(/C=C2\CCn3c2nc2cc(C(=O)O)ccc2c3=O)ccc1OC(F)F	2.9	3.2	7.5	4.0	7.3	-5.2	1.1
CC(Sc1ccccc1)C(=O)NN=C1CCCCCCC1 (stereo not given)	8.6	7.3	-2.3	-17.9	-3.4	7.9	-0.4
C[C@H](CO)N1C[C@H](C)[C@@H](CN(C)C(=O)Cc2ccncc2)Oc2ncc(C3=CCCCC3)cc2C1=O	.	0.8	7.8	9.1	0.2	-0.6	0.5

Reprinted from the part before: 6 compounds; new compounds follow.
SMILES	FN deposition inh	esBAF inh	Statin myotox sup	LGR2 inh	SIRT5 inh	S100A4 inh HTS	Casp6 inh
Cn1c(SCC(=O)Nc2ccc(F)cc2)nc2c(c1=O)SCC2	-3.5	1.3	-5.4	2.6	-0.8	-5.2	2.9
Cc1cccc(C)c1NC(=O)CCCSc1nnnn1C	-7.6	-1.4	3.7	.	.	.	.
COc1ccccc1CCNC(=O)CSc1nc(-c2ccco2)cc(C(F)(F)F)n1	-18.2	2.9	-50.4	2.2	-4.8	-4.3	2.5
COc1cc(/C=C2\CCn3c2nc2cc(C(=O)O)ccc2c3=O)ccc1OC(F)F	2.9	3.2	7.5	4.0	7.3	-5.2	1.1
CC(Sc1ccccc1)C(=O)NN=C1CCCCCCC1 (stereo not given)	8.6	7.3	-2.3	-17.9	-3.4	7.9	-0.4
C[C@H](CO)N1C[C@H](C)[C@@H](CN(C)C(=O)Cc2ccncc2)Oc2ncc(C3=CCCCC3)cc2C1=O	.	0.8	7.8	9.1	0.2	-0.6	0.5
CN1CCN(S(=O)(=O)c2cccc(C(=O)Oc3ccc(Br)cc3F)c2)CC1	.	-16.3	-3.7	-24.3	-0.4	-5.3	-1.9
CCOP(=O)(OCC)C(Nc1ccc(C)cc1)c1ccco1 (stereo not given)	3.8	2.8	3.2	.	-0.3	0.6	0.5
COc1ccc(CNC(=O)Oc2ccccc2)cc1Cl	-3.2	4.5	4.2	.	.	.	.
C[C@@H]1CN([C@H](C)CO)S(=O)(=O)c2ccc(-c3cccc(C#N)c3)cc2O[C@H]1CN(C)C(=O)c1ccccc1	-2.3	4.8	5.6	0.0	0.8	-8.8	4.7
CN1CCN(S(=O)(=O)c2cccc(C#N)c2)C(c2ccccc2)C1 (stereo not given)	-13.0	.	-1.7	5.7	-1.0	10.0	4.9
O=C(CCCCCn1c(=O)[nH]c2ccsc2c1=O)NCc1cccs1	-1.3	4.6	-9.8	.	.	.	.
Cc1nnc(-c2ccc(Cl)cc2)nc1NCCN(C)C	-8.1	.	.	12.8	17.6*	5.8	-4.9
Fc1ccccc1NC(=S)Nn1cnnc1	-0.1	-3.0	4.4	4.8	-1.9	-2.2	-2.1
C[C@H](NC(N)=O)C(=O)Nc1ccc(N2CCOCC2)c(S(=O)(=O)Nc2ccc(Cl)cc2)c1	-2.5	-3.8	2.6	-2.7	-23.9	-14.3	-0.9
Cc1ccc(S(=O)(=O)N[C@@H](C)C(=O)OCC(=O)N2c3ccccc3NC(=O)C2(C)C)cc1	-12.5	-4.6	11.1	-2.3	1.1	-2.3	3.7
CCCCNC(=O)c1nc(C2CCN(S(=O)(=O)c3c(OC)cccc3OC)CC2)oc1-c1ccccc1	-3.5	.	.	-19.2	.	0.9	-0.8
C[C@H](NC(=O)C[C@H]1C[C@@H]2c3cc(NC(=O)NC4CCCC4)ccc3O[C@@H]2[C@@H](CO)O1)c1ccccc1	1.6	7.2	8.0	-14.4	0.0	3.8	-0.8
C[C@@H]1CN([C@H](C)CO)C(=O)c2cc(C#CCN(C)C)cnc2O[C@@H]1CN(C)Cc1ccccc1	-2.7	6.8	-7.0	14.9	-1.6	10.6	0.6
Cc1ccoc1C(=O)Nc1ccc2ccccc2c1	4.6	-37.2	-45.8	60.0*	0.6	-3.5	5.9
CCc1ccc(C2=CC(=O)CC(C)(C)C2=O)cc1	-2.1	.	.	18.6	-2.6	-5.1	-4.5
COc1ccc(C)cc1NS(=O)(=O)c1ccccc1	4.1	10.8	-2.0	0.4	13.2	0.0	-0.2
COc1ccc(-c2nc(-c3ccncc3)no2)cc1OC	-2.6	62.9*	-7.7	.	.	.	.
CCOc1ccc(C2(C)CC(=O)N(C)C2=O)cc1 (stereo not given)	-0.4	-9.6	-12.6	-11.9	-5.4	1.2	-1.5
CCC(c1nc2ccccc2[nH]1)N(C(=O)C1=NNC(=O)CC1)c1ccccc1 (stereo not given)	1.9	-4.9	-6.6	-1.9	-3.2	-3.8	-0.5
Cc1ccc(S(=O)(=O)N(C)C[C@@H]2OCCCC[C@@H](C)Oc3ccc(NC(=O)CCCN(C)C)cc3C(=O)N([C@H](C)CO)C[C@@H]2C)cc1	-6.5	-0.7	.	-21.0	0.6	1.1	-2.7
COc1cccc(S(=O)(=O)N(C)C[C@H]2Oc3ncc(C#CC(C)C)cc3C(=O)N([C@@H](C)CO)C[C@H]2C)c1	3.2	-4.9	-36.6	5.9	-3.1	-17.4	2.4
CC1CCCCN1C(=O)COC(=O)Cc1c[nH]c2ccccc12 (stereo not given)	-18.4	-2.1	-5.7	-0.7	.	9.5	-3.0
CCOc1cc(/C=C2/C(=N)N3OC(C)=CC3=NC2=O)ccc1OC	-14.5	-12.1	9.9	-10.4	1.8	1.4	5.1
COc1ccc([N+](=O)[O-])cc1NC(=O)CCN1CCN(c2ccccc2OC)CC1	1.0	-1.4	22.3	13.8	-1.0	-7.6	2.0
Cc1ccc(/C=C2/NC(=O)N(Cc3ccccc3F)C2=O)o1	0.2	.	.	5.1	-1.5	2.2	0.9
Cc1cc2c(c(CO)c1CCO)C(=O)[C@@H](C)[C@@H]2O	0.5	18.5	-4.8	-9.0	.	2.8	-0.3
CN(CC(=O)NCCc1ccccc1)S(=O)(=O)c1ccc(Br)cc1	3.9	-4.0	0.7	.	.	.	.
COc1ccc(S(=O)(=O)NC[C@H]2CC[C@H]3[C@H](CN3Cc3cc(F)ccc3F)O2)cc1	.	.	.	.	2.7	6.9	-1.9
CCOC(=O)c1sc(NC(=O)C2CC(=O)N(c3ccc(C)cc3)C2)nc1C (stereo not given)	1.6	-6.9	8.5	9.1	0.2	-11.2	4.5
C[C@H](CO)N1C[C@H](C)[C@H](CN(C)C(=O)Nc2cccc(F)c2)Oc2cc(/C=C/c3ccccc3)ccc2S1(=O)=O	.	-1.0	-226.7	-2.3	0.1	7.4	-3.0
COC(=O)COc1coc(CN2CCN(c3cccc(Cl)c3)CC2)cc1=O	1.4	-6.7	-2.5	-7.9	-3.0	-1.5	2.2
COc1ccc(CCN(C)C2CC(=O)N(c3ccccc3)C2=O)cc1OC (stereo not given)	0.2	.	.	-10.7	-8.6	-1.9	-3.2
C/C=C/C(=O)N1c2ccccc2C(C)=CC1(C)C	-0.3	0.7	4.2	22.8	6.1	-6.8	-1.3
CN(CC(=O)O)c1ccc(C(F)(F)F)cc1[N+](=O)[O-]	0.9	-0.7	-4.2	-1.6	-0.8	-2.0	1.2
COc1cc(S(=O)(=O)NCc2cccnc2)c(OC)cc1Br	5.7	-5.8	-7.0	.	.	.	.
CCCCCc1ccc(C2=NNC(=O)CC2)cc1	10.7	28.0	22.8	-17.5	-2.0	-1.7	-1.1
CC(=O)N1CCCCN2[C@H](C1)[C@@H](c1ccc(-c3ccc(C)cc3)cc1)[C@@H]2CO	.	.	.	8.6	2.0	1.7	1.1
Cc1nc2oc3c(NCc4ccccn4)ncnc3c2c2c1COC(C)(C)C2	5.3	-7.0	-10.8	.	.	.	.
O=c1cc(CO)oc(CN2CCN(c3cccc(C(F)(F)F)c3)CC2)c1O	3.6	-5.2	2.8	.	.	.	.
COc1ccc(S(=O)(=O)N2CCCCCC2)cc1NC(=O)CCCOc1ccccc1	-16.4	1.1	2.5	0.6	0.3	-8.4	-0.4
CCCNC(=O)Nc1ccc2c(c1)C(=O)N(C)C[C@@H](OC)[C@H](C)CN(CC1CCCC1)[C@H](C)CO2	-0.9	1.6	-4.3	6.6	.	.	.
Cc1cccc([C@@H]2[C@@H]3C(=O)N(Cc4ccccc4)C(=O)[C@@H]3[C@]3(CC(C)C)C(=O)N(c4cccc(F)c4)C(=O)N23)c1	2.7	-2.5	-7.2	9.2	0.2	2.8	1.2
O=C(COc1ccccc1)Nc1nnc(-c2ccc(Cl)cc2)o1	-18.3	.	.	-4.3	3.7	-2.9	-0.8
COC(=O)/C=C/c1ccccc1S(=O)(=O)N(Cc1ccccc1)Cc1ccco1	-4.7	-17.9	-1.2	-3.2	.	.	.

Bioassay records: PubChem, Broad Institute
